From PubChem
TcdB inh: TcdB glycohydrolase inhibition; AID 652162; P18177; inhibition, % at 9.99 µM; TcdB glycohydrolase enzymatic assay, plate reader; actives 0.24% (n = 350,000); in the data active = inhibition above about 10%
CCHF vOTU inh: CCHFV vOTU protease inhibition; Pep-AMC fluorescence; inhibition, % at 11.5 µM; actives 0.55% (n = 370,000); AID 651958; in the data active = inhibition above about 30%; note: 0% = vehicle wells with enzyme and 100% = no enzyme wells
An asterisk follows results filed as active; & = joins results of further samples.

SMILES	TcdB inh	CCHF vOTU inh
CCc1ccc(N2C=C(C(=O)OC)C(c3ccc(OC)cc3)C(C#N)=C2N)cc1 (stereo not drawn)	-0.5	7
CCCC(=O)OC[C@H]1CN(C2CCCC2)S(=O)(=O)c2c(F)cccc2O1	0.9	1
COCC#Cc1ccc(CC[C@H]2O[C@H]3CC[C@@H](CO)O[C@H]3C[C@H]2n2cc(C(C)(C)O)nn2)cc1	-0.7	9
CCC(c1nc2ccccc2[nH]1)n1c(-c2ccc3ccccc3c2)nc2ccccc21 (stereo not drawn)	1.0	-1
CCCCCCC(=O)NC1CCCCN(C)C1=O (stereo not drawn)	0.5	-6
CC1(c2nnnn2C2CCCCC2)CCC(=O)N1Cc1ccc2c(c1)OCO2 (stereo not drawn)	0.3	-3
CC1CCCN(c2cccc3c2S(=O)(=O)N(Cc2ccc(F)cc2)[C@@H](C)[C@H](c2ccccc2)O3)C1 (stereo partly drawn)	0.2	-6
COC(=O)c1cc2c(c3c4cc(OC)ccc4n(S(=O)(=O)c4ccc(OC)cc4)c13)C(=O)N(Cc1ccco1)C2	0.4	2
Nc1[nH]c(C(=O)c2ccc(Cl)cc2)c(-c2ccc(Br)cc2)c1C(=O)c1c[nH]c2ccc(F)cc12	0.2	9
CCCCCCCCN1C(=O)[C@@H](CC(=O)NCc2cccc(C(F)(F)F)c2)C[C@@]2(C(=O)OC)C1=C[C@H](C1CCCC1)O[C@@H]2C	1.6	1
COC(=O)c1cc2c(c3c4cc(F)ccc4n(S(=O)(=O)c4cccc(C)c4)c13)C(=O)N(Cc1ccccc1OC)C2	2.1	-7
C[C@@H]1CCCCO[C@H](CN(C)S(=O)(=O)c2cn(C)cn2)[C@@H](C)CN([C@H](C)CO)C(=O)c2cc(NC(=O)CCCN(C)C)ccc2O1	0.3&0.1	12
CCOC(=O)CC1(O)CSc2nc(N)cc(=O)n21 (stereo not drawn)	-0.2	-1
C[C@@H]1CN(c2ccc(N3CCN(C(=O)OC(C)(C)C)C[C@@H]3C)cc2C#N)C[C@H](C)O1	-2.1	41*
COC(=O)C1=C(C)N(Cc2cccc(C(F)(F)F)c2)C(=NCc2ccccc2C(F)(F)F)NC1c1ccc(Cl)cc1 (stereo not drawn)	-3.1	22
Cn1cc(CC(=O)Nc2ccc(Nc3cccnc3)cc2)c2ccccc21	-1.0	27
O=C(CC1CCCC1)N[C@H](C(=O)N1CCC[C@H]1C(=O)NC1CCCC1)c1ccccc1	-2.4	-7
COC(=O)C1=C(C)N(Cc2ccccc2C(F)(F)F)C(=NCc2cc(OC)c(OC)c(OC)c2)NC1c1cccc(F)c1 (stereo not drawn)	1.0	22
N#CC(c1c(Cl)cccc1N1CCCCC1)N1CCCCC1 (stereo not drawn)	-0.2	-12
COc1cccc(NC(=O)N(C)C[C@@H]2OCc3cn(nn3)CCCC(=O)N([C@@H](C)CO)C[C@H]2C)c1	-1.1&0.1	-6
O=C(NCC1CCN(C(=O)C(=O)c2cc3ccccc3o2)CC1)c1ccc2c(c1)OCC2	-0.4	9
COc1ccc(OC)c(CN2C(=O)CSCC2(C)C(=O)Nc2c(C)cccc2C)c1 (stereo not drawn)	0.6	-13
C[C@@H]1CN([C@@H](C)CO)C(=O)CCCn2cc(nn2)CO[C@H]1CN(C)C(=O)c1ccncc1	1.0&0.0&0.4	1
C=CCN1C(=O)c2n[nH]c(COC)c2C1c1cccc(C(F)(F)F)c1 (stereo not drawn)	1.5	-9
CC(C)C[C@@H](NC(=O)OC(C)(C)C)C(=O)N1O[C@]23C=C[C@]14C[C@@H](O)CC[C@]4(C)C2CC[C@]1(C)[C@@H]([C@H](C)/C=C/[C@H](C)C(C)C)CC[C@H]13 (stereo partly drawn)	-0.4	13

Single entries from the list:
C=CCN1C(=O)c2n[nH]c(COC)c2C1c1cccc(C(F)(F)F)c1 (stereo not drawn) in TcdB inh is entered as 1.5
COC(=O)c1cc2c(c3c4cc(F)ccc4n(S(=O)(=O)c4cccc(C)c4)c13)C(=O)N(Cc1ccccc1OC)C2 in TcdB inh is entered as 2.1

(further entries)
SMILES	TcdB inh	CCHF vOTU inh
Nc1[nH]c(C(=O)c2ccccc2)c(-c2cccc3ccccc23)c1C(=O)NCc1ccc(Cl)cc1Cl	1.2	-3
CN1CCCCC(NC(=O)CCCl)C1=O (stereo not drawn)	1.1	-1
Nc1nc2c(ncn2[C@@H]2O[C@H](C(=O)NCC3CCCCC3)[C@@H](O)[C@H]2O)c(=O)[nH]1	1.1	3
COC(=O)C(C(=O)OC)c1ccccc1NS(=O)(=O)c1ccc(C)cc1	4.0	14
Nc1ccn([C@@H]2O[C@H](C(=O)N3CCN(C(=O)N4CCCCC4)CC3)[C@@H](O)[C@H]2O)c(=O)n1	1.0	-13
CCCCOCC1CN(CCCC)S(=O)(=O)c2c(Oc3ccc(C)cc3)cccc2O1 (stereo not drawn)	-6.2	13
COc1cc(OC)cc(C(=O)NCCN2CCC3(CC2)C(=O)NCN3c2ccccc2)c1	2.7	-10
CCCCc1c(-c2ccccc2OC)ncn1Cc1ccccc1C	4.9	20
CC1(c2nnnn2C2CCCC2)CCC(=O)N1c1ccc2c(c1)OCCO2 (stereo not drawn)	-0.3	20
CCc1c(Cc2ccccc2)ncn1CCc1ccccc1OC	1.3	1
CCN1C(=O)N(C(C)=O)[C@H]2C[C@H](C(=O)N3CCCC3)[C@H](C)[C@H](c3ccccc3)C[C@H]21	-0.3	-4
Cc1cccc(S(=O)(=O)N2CCC[C@H]2C(=O)N2CCC[C@@H]2C(=O)NCc2ccccc2)c1	0.6	7
CCCCNC(=O)C(NC(=O)c1ccc(C(F)(F)F)cc1)C(=O)c1ccccc1 (stereo not drawn)	1.6	8
CC1CCN(C(=O)c2ncn3c2C(=O)N[C@@H](C)C3)CC1	0.4	-6
COC(=O)C[C@@H]1CC[C@H]2[C@H](COc3ccc(NC(=O)c4ccc(OC)cc4)cc3C(=O)N2C)O1	0.5	-2
CNC(=O)C[C@@H]1CC[C@@H]2[C@H](COc3ccc(NC(=O)c4cccc(F)c4)cc3C(=O)N2C)O1	0.6&-0.3	-4
Brc1ccc(N2O[C@H]3C=C[C@@H]2C3)nc1	-0.6	-4
Cc1ccc(S(=O)(=O)N(C)[C@H]2C[C@H]3c4cc(-c5ccc6c(c5)OCO6)ccc4CCN3C[C@H]2[C@H](C)O)cc1	0.9	9
COc1ccc(C(=O)N(C)[C@H]2C[C@H]3c4[nH]c5c(-c6ccccc6)cccc5c4CCN3C(=O)[C@H]2[C@H](C)O)cc1	1.7	0
CN(C(=O)c1cccc(NC(=O)Cc2ccc(NC(=O)C3CCN(C(=O)CCc4ccccc4)CC3)cc2)c1)C1CCCC1	3.5	-1
COC(=O)[C@]12C[C@H](CC(=O)NCc3ccc(C)o3)C(=O)N(Cc3ccc4c(c3)OCO4)C1=C[C@H](COCc1ccccc1)O[C@@H]2C	2.4	13
Cc1cccc(S(=O)(=O)N[C@@H]2CC[C@@H](CCNS(=O)(=O)c3ccccc3F)O[C@@H]2CO)c1	0.2&1.7	2
Cn1cc([C@]2(O)C(=O)Nc3ccc(Br)cc32)c2ccccc21	1.3	8
C[C@H](NC(=O)C[C@@H]1CC[C@H]2[C@@H](COC[C@H](O)CN2Cc2ccc(C(F)(F)F)cc2)O1)c1ccccc1	-2.3	10
CC(C)(C)n1nc(C2CC2)cc1NC(=O)Nc1ccccc1	0.5	2
Further compounds follow:
SMILES	TcdB inh	CCHF vOTU inh
CCCCc1nnn2c1C1c3cc(Br)ccc3CCN1C(=O)C2 (stereo not drawn)	2.7	17
C[C@H](CO)N1C[C@H](C)[C@H](CN(C)S(=O)(=O)c2cccs2)Oc2ncc(Br)cc2C1=O	0.4&-1.8	-8
CCN(CC)CCCNC(=O)c1cc2cc(Cl)ccc2nc1N	1.4	-51
Cc1cc(Br)cn2c(Cc3ccccc3C(F)(F)F)c(-c3ccc(C#N)cc3)nc12	0.5	-4
COCC#Cc1cnc2c(c1)C(=O)N([C@@H](C)CO)C[C@H](C)[C@H](CN(C)C(=O)c1ccc3c(c1)OCO3)O2	-0.5&0.4&-0.1	9
CCOC(=O)C1C(C)C(C(C)(C)C)N(S(=O)(=O)c2ccc(C)cc2)C1c1ccccc1 (stereo not drawn)	2.4	18
Cc1cccc(N2O[C@H]3C=C[C@@H]2C3)n1	-0.5	3
C[C@@H]1CN([C@@H](C)CO)C(=O)CCCn2cc(nn2)CO[C@H]1CN(C)C(=O)Nc1ccc(-c2cccs2)cc1	1.3&-0.7	6
COc1cccc(CNC(=O)[C@H]2CCCN2)c1	0.2	-8
Cn1cc(CCOCc2ccccn2)c2ccccc21	1.0	17
OC1CN2CCC(O)C2C(O)C1O (stereo not drawn)	1.6	-2
COCCCNC(=O)C[C@H]1C[C@@]2(C(=O)OC)C(=C[C@H](COCc3ccccc3)O[C@@H]2C)N(Cc2ccc3c(c2)OCO3)C1=O	0.5	1
Cn1cnc(CCNC(=O)C[C@H]2CC[C@@H]3[C@H](COC[C@H](O)CN3C(=O)C3CCCC3)O2)c1	0.4&0.7	4
COC(=O)[C@@]12C[C@@H](CC(=O)NCCC(C)C)C(=O)N(CCc3ccc(OC)c(OC)c3)C1=CCC(C)(C)C2	0.5	30*
CN1C(=O)c2cc(NC(=O)Cc3cccs3)ccc2OC[C@@H]2O[C@@H](CC(=O)N[C@H]3CCN(Cc4ccccc4)C3)CC[C@@H]21	-0.7	-3
C[C@H]1[C@H](c2ccccc2)Oc2cc(Br)ccc2S(=O)(=O)N1Cc1ccc(Cl)cc1	0.1	-4
Cc1cc2c(cc1C)-n1nnnc1C(N1CCN(CC(=O)N3CCCC3)CC1)C(=O)N2 (stereo not drawn)	1.6	6
C[C@@H]1CN([C@H](C)CO)C(=O)CCCn2nncc2CO[C@@H]1CN(C)C(=O)Nc1ccccc1	0.5&0.2	2
CCCCS(=O)(=O)NCC1CCN(C(=O)C(=O)c2cc3ccccc3o2)CC1	1.0	4
C[C@@H]1CCCCO[C@H](CN(C)C(=O)C2CCCCC2)[C@@H](C)CN([C@H](C)CO)C(=O)c2cc(NS(=O)(=O)c3cccs3)ccc2O1	-1.4&2.2	-4
C[C@H]1CN([C@@H](C)CO)C(=O)CCCn2nncc2CO[C@@H]1CN(C)C(=O)Nc1ccccc1F	0.8&-0.3	3
C[C@@H]1ON(C)[C@H]2C[C@H]3c4cc(-c5cc6ccccc6o5)ccc4CCN3C[C@@H]12	2.9	-1
COC(=O)C[C@H]1CC[C@H](NC(=O)c2ccc(F)cc2)[C@@H](CO)O1	-1.6	-3
COCC(=O)N[C@H]1C=C[C@@H](CC(=O)OC)O[C@@H]1CO	0.4	-3
COC(=O)[C@@]12C[C@@H](CC(=O)NCCc3ccccc3OC)C(=O)N(Cc3ccco3)C1=CCC(C)(C)C2	1.9	23

Part of the list above in order of count of non-hydrogen atoms, lowest first.
SMILES	TcdB inh	CCHF vOTU inh
OC1CN2CCC(O)C2C(O)C1O (stereo not drawn)	1.6	-2
COCC(=O)N[C@H]1C=C[C@@H](CC(=O)OC)O[C@@H]1CO	0.4	-3
CCCCc1nnn2c1C1c3cc(Br)ccc3CCN1C(=O)C2 (stereo not drawn)	2.7	17

Carrying on:
SMILES	TcdB inh	CCHF vOTU inh
Cc1ccc(CN2C(=O)CSCC2(C)C(=O)NCc2ccccc2)cc1 (stereo not drawn)	1.2	-6
CC(C)c1cn(CC[C@@H]2CC[C@@H](NC(=O)C3CCCCC3)[C@@H](CO)O2)nn1	-1.9&1.2	6
O=C(Cc1c[nH]c2ccccc12)Nc1ccc(Nc2cccnc2)c(-c2cccc(Cl)c2)c1	0.5	5
COc1ccc(-c2ncn(CCc3ccccc3OC)c2CC(C)C)cc1	0.5	25
COc1ccc(NC(=O)N(C)C[C@@H]2OCc3cnnn3CCCC(=O)N([C@@H](C)CO)C[C@@H]2C)cc1	0.5&-1.5	3
COC(=O)c1cc2c(c3c4cc(F)ccc4n(S(=O)(=O)c4cccc(C)c4)c13)C(=O)N(C)C2	0.5	5
O=C1NC(Cc2ccccc2)c2nc3ccccc3c(=O)n2-c2cc(Cl)ccc21 (stereo not drawn)	-7.0	14
COC(=O)[C@]12CCCCC=C1N(CCc1ccc(OC)c(OC)c1)C(=O)[C@H](CC(=O)NCc1cccs1)C2	1.6	2
COc1cc(CCN=Cc2cccc(OC)c2O)c([N+](=O)[O-])cc1OC	0.6	0
COC(=O)C[C@@H]1CC[C@@H]2[C@H](COc3ccc(NC(=O)c4cccc(OC)c4)cc3C(=O)N2C)O1	0.1	1
COc1ccc2c3c(n(C(=O)OC(C)(C)C)c2c1)C1CC=C(COC(C)=O)CN1CC3 (stereo not drawn)	0.5	17
CC(C)(C)S(=O)(=O)N1C[C@@H]2C(=C(CCO)C[C@@H]3C(=O)N(c4ccccc4)C(=O)[C@@H]32)[C@H]1CCO	0.7	6
NC(=O)c1ncn([C@@H]2O[C@H](C(=O)Nc3ccc(C(=O)N4CCCCC4)cc3)[C@@H](O)[C@H]2O)n1	0.6	8
CC1(C)CC(=O)C=C(c2ccc(COC(=O)c3ccc(Br)cc3)cc2)C1=O	2.4	-5
COC(=O)C1=C(C)N(Cc2cccc(C(F)(F)F)c2)C(=NCc2ccccc2C(F)(F)F)NC1c1cccc(F)c1 (stereo not drawn)	1.9	27
O=C(O)c1cc(C(=O)O)cc(N2C(=O)c3ccccc3C2=O)c1	0.5	-17

Record cards (already shown). Order of values: TcdB inh	CCHF vOTU inh
`NC(=O)c1ncn([C@@H]2O[C@H](C(=O)Nc3ccc(C(=O)N4CCCCC4)cc3)[C@@H](O)[C@H]2O)n1` reads 0.6	8
`CC(C)c1cn(CC[C@@H]2CC[C@@H](NC(=O)C3CCCCC3)[C@@H](CO)O2)nn1` reads -1.9&1.2	6
`O=C1NC(Cc2ccccc2)c2nc3ccccc3c(=O)n2-c2cc(Cl)ccc21` (stereo not drawn) reads -7.0	14
`O=C(O)c1cc(C(=O)O)cc(N2C(=O)c3ccccc3C2=O)c1` reads 0.5	-17
`COC(=O)C[C@@H]1CC[C@@H]2[C@H](COc3ccc(NC(=O)c4cccc(OC)c4)cc3C(=O)N2C)O1` reads 0.1	1

Not all compounds are listed; count on the stated rates, not on these rows.
